Screening results deposited in PubChem BioAssay by several laboratories.
Lung fibro prol: antiproliferative effect on LL 47 fibroblasts – human, LL 47 cells, CellTiter-Glo luminescence, primary screen | viability, % at 10 µM | 85,000 compounds, 1.1% hits | LL 47 human lung fibroblast viability, ATP luminescence; hits give low values;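 active = viability at or below 50% in the single dose screen; inactive = viability above 50%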;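 also: compound exposure lasted 72 h before the ATP readout; 100% = median luminescence of untreated cell-only wells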
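Benchmarks: Cell-only wells, no compound | Test system: LL 47 human lung fibroblasts, passage 12 or lower | Input: 1,150 cells/well | Measured by: CellTiter-Glo luminescence measuring cellular ATP | Medium: IMEM, 15% FBS supplement | Schedule: Overnight attachment after seeding, then 72 h compound exposure at 37 °C | Doses: Compound addition at 0.1% DMSO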
HUVEC prolif 384: inhibitors of HUVEC proliferation, primary screen, cell-based, 384-well; viability, % at 10 µM (by protocol); 86,000 compounds, 1.1% hits; AID 648, 2007; CellTiter-Glo luminescence, 72 h; hits give low values;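 active = viability at or below 30%; inactive = viability above 30%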;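 also: 100% = median luminescence of DMSO-only cell control wells on each plate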
E coli WT exp: growth inhibitors of wild-type E. coli, primary screen, strain BW25113, expanded library, OD600. OD600 absorbance. growth inhibition, % at 100 µM. 98,000 compounds, 0.15% hits. AID 710, 2007;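 active = growth inhibition above about 50% at one test dose, limit read from the data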;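 also: growth measured after 20 h incubation at 37 °C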
S1P2 blocker: human S1P2 receptor antagonists, primary screen, cell-based; Sphingosine 1-phosphate receptor 2 (Homo sapiens), O95136; cell-based S1P2 antagonist assay, inhibition at 5 uM; inhibition, % at 5 µM; 97,000 compounds, 0.21% hits; in the data active = inhibition above about 45%;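 also: CRE beta-lactamase reporter cells expressing human S1P2 stimulated with S1P; 0% = agonist at EC80 alone and 100% = agonist plus reference antagonist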
Target sequence (O95136 whole entry, looked up): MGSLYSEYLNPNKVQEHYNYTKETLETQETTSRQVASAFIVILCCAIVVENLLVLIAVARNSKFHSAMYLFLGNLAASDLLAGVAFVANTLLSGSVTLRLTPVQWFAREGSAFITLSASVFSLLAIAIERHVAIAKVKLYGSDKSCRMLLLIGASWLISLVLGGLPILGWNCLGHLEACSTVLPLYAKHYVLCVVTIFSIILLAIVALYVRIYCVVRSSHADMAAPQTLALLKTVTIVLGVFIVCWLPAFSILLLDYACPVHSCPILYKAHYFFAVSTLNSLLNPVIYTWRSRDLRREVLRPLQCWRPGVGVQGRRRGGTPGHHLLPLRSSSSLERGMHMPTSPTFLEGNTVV
H69AR growth 86K: proliferation blockers of H69AR lung cancer cells, primary screen, cell-based, human, 86K library; H69AR lung tumor viability, ATP luminescence, 72 h; hits give low values; viability, % at 10 µM; 85,000 compounds, 6% hits;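 active = viability at or below 40%; inactive = viability above 40%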;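 also: multidrug resistant small cell line overexpressing MRP-1 efflux transporter; 100% = mean luminescence of untreated control wells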
PostGolgi yeast: phenotypic screen on post-Golgi transport, primary screen | 98,000 compounds, 0.9% hits | post-Golgi transport phenotypic cell assay | inhibition, % at 10 µM;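 also: yeast cells grown in 1536-well plates; yeast grown about 18 h at 30C before absorbance read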
DAT uptake mod: changed hDAT dopamine uptake under cocaine IC80, either direction, primary screen, cocaine antagonist project, cell-based, LLC-PK1 hDAT, [14C]-dopamine uptake, MLSMR | LLC-PK1 hDAT cells, [14C]-dopamine uptake with cocaine IC80; actives deviate in either direction | B-score at 10 µM | 110,000 compounds, 1.3% hits;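 active = Z score or B-score, a plate-position-corrected score, falls beyond the plate's 99.7% confidence bounds, in either direction; inactive = both scores lie inside the 99.7% bounds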;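 also: scored against the spread of the other compound wells on the same plate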
Target sequence (Q01959 whole entry, looked up): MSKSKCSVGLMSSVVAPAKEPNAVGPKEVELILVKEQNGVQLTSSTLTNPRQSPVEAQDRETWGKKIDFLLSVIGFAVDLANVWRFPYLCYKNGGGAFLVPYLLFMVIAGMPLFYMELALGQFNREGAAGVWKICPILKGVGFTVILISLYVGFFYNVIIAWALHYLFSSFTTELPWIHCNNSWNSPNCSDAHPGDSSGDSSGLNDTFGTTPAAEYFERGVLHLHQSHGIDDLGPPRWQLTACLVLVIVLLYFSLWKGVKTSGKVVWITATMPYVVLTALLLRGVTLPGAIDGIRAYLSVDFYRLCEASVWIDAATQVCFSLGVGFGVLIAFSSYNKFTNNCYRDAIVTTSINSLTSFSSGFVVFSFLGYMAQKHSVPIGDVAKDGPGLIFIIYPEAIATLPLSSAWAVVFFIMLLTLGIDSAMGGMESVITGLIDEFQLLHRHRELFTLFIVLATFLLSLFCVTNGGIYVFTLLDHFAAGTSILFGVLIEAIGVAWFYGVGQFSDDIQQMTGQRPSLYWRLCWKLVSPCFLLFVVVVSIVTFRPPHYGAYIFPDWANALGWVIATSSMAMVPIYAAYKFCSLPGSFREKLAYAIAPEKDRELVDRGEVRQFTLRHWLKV
S1P2 agonist: S1P2 receptor agonists, primary screen, cell-based; Sphingosine 1-phosphate receptor 2 (Homo sapiens), O95136; S1P2-expressing cell line, agonist reporter read-out; activation, % at 4.5 µM; 97,000 compounds, 0.46% hits; in the data active = activation above about 16%;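 also: 0% = vehicle low control and 100% = maximal reference agonist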
PostGolgi ctrl: growth inhibition of yeast control strain, primary screen, counter-screen for post-Golgi transport modulator project | inhibition, % at 10 µM | efflux-deficient yeast background strain, growth absorbance A615, 16 h | 98,000 compounds, 5% hits
* = called active by the depositor; nt = not tested or not shown. Rule as the data show it, unless noted: active = inhibition above about 30%; inactive = the rest.

The line under a structure holds: E coli WT exp	S1P2 blocker	Lung fibro prol	S1P2 agonist	DAT uptake mod	PostGolgi ctrl	PostGolgi yeast	HUVEC prolif 384	H69AR growth 86K
CCOc1ccc2cc(C#N)c(SCC(=O)NC(C)CC)nc2c1 (configuration not stated)
→ -4	-3	102	-2	-0.27	7	-7	68	29*
Cc1nc(SC2C=CS(=O)(=O)C2)n[nH]1 (configuration not stated)
→ 1	-26	99	-1	-0.36	-7	-7	87	96
Fc1ccccc1CSc1nnc(-c2cnccn2)n1Cc1ccco1
→ -8	2	103	-4	nt	17	6	98	74
CC(C)(C)c1cnnn1-c1ccc(NC(=O)c2ccc(Br)o2)cc1
→ 12	17	96	-4	1.2	44*	5	99	78
COc1ccc(NC(=O)CN2CCC3(O)CCCCC3C2c2ccccc2OC)cc1 (configuration not stated)
→ 5	8	97	-3	0.014	10	10	96	nt
O=c1c(-c2ccnn2-c2cccc(Cl)c2)cnc2n1CCS2
→ -5	-4	95	-9	0.31	5	-8	97	81
Cc1cc(C(=O)N2CCN(Cc3ccccc3)CC2)on1
→ 12	-2	92	-1	-0.2	-1	-3	87	98
CCCCCn1c(=O)[nH]c2cc(C(=O)N3CCN(Cc4ccc5c(c4)OCO5)CC3)ccc2c1=O
→ -4	34	62	-7	0.71	-5	-5	45	9.3*
CCCN1C(=O)c2ccccc2NC1c1ccc(OC)cc1O (configuration not stated)
→ 19	17	82	-8	0.082	1	-4	79	108
N#CC1=C2SCN(c3ccc(F)cc3)CN2C(=O)CC1c1cccc(F)c1 (configuration not stated)
→ 7	15	96	-4	-1.2	1	-5	101	95
Cn1c(SCC(=O)N/N=C/C=C\c2ccco2)nc2ccccc21
→ 10	18	nt	-6	-1.4	-2	0	nt	nt
Cn1c(=O)c2c(nc(SCC(=O)N3CCc4ccccc43)n2Cc2ccc(F)cc2)n(C)c1=O
→ nt	5	93	-8	nt	nt	nt	78	77
CCCCNC(=O)C1CCN(S(=O)(=O)c2cnc[nH]2)CC1
→ 4	nt	100	nt	-0.033	0	7	101	89
O=S(=O)(c1cccs1)N1CCN(C/C=C/c2ccccc2)CC1
→ -1	3	98	-5	0.038	13	1	101	61
Cc1nn(C(C)C(=O)NNC(=S)Nc2ccc(Cl)cc2)c(C)c1[N+](=O)[O-] (configuration not stated)
→ 6	-11	nt	1	0.072	-3	-2	nt	nt
CC1Cc2ccccc2N1C(=O)CSc1nnc(CSc2ncccn2)n1C (configuration not stated)
→ -4	nt	100	nt	-0.09	-10	5	92	91
CCOC(=O)c1csc(NC(=O)CSc2nnc(C3CC3)n2C)n1
→ -2	5	99	-1	-0.14	13	14	103	95
CCOC(=O)c1cccc(NC(=O)Cn2c(CC(=O)NC)nc3ccccc32)c1
→ 1	14	102	-2	-1	7	-1	92	102
Clc1ccc(-c2cc(CSc3ccccc3)on2)cc1
→ -7	8	nt	-1	-0.62	10	20	nt	nt
CCN(CC)CC(=O)Nc1ccc2c(c1)Nc1ccccc1CC2
→ 7	28	77	-11	0.97	21	3	34	4.0*

The line under a structure holds: E coli WT exp	S1P2 blocker	Lung fibro prol	S1P2 agonist	DAT uptake mod	PostGolgi ctrl	PostGolgi yeast	HUVEC prolif 384	H69AR growth 86K
Cc1nc(SCC(=O)c2ccc(Cl)cc2)c([N+](=O)[O-])[nH]1
→ 15	2	nt	-6	0.25	16	-10	nt	nt
COc1cccc(OCCCCN2CC(C)OC(C)C2)c1 (configuration not stated)
→ 2	4	94	-3	0.73	43*	86*	91	81
CCOC(=O)C1CCCN(C(=O)c2ccc3c(=O)n(CCOC)c(=S)[nH]c3c2)C1 (configuration not stated)
→ nt	21	90	-4	1	nt	nt	93	70
Cc1nc(SC(C(=O)c2ccccc2)c2ccccc2)n[nH]1 (configuration not stated)
→ -5	-8	97	-3	-1.5	3	8	103	92
CC(=O)c1ccc(N(C)C)c2c(N(C)C)cccc12
→ -2	-13	112	-1	-1.2	3	-3	97	96
O=C(c1ccc(Cl)c(Cl)c1)c1cnc(Nc2ccccc2)s1
→ -16	1	nt	1	0.048	-3	-1	nt	nt
CCOC(=O)C1CCN(C(=O)CCn2c(=O)[nH]c3ccccc3c2=O)CC1
→ -6	10	105	-6	0.29	-4	-1	88	79
CCc1nn(-c2cc(Oc3cccc4ccccc34)nc(-c3ccccc3)n2)c(N)c1C#N
→ -9	-3	nt	-4	-0.54	2	-16	nt	nt
CCOC(=O)c1c(NC(=O)CC2Nc3cc(C)c(C)cc3NC2=O)sc(C)c1C (configuration not stated)
→ 2	-21	nt	-4	-0.96	4	-11	nt	nt
CCOP(=O)(O)c1ccccc1OCCOCCOc1ccccc1P(=O)(O)OCC
→ 0	-10	103	-4	-0.52	-12	15	91	102
COc1ccc(CCN2C(=O)c3cccnc3C2=O)cc1OC
→ 4	-1	103	-3	0.022	-11	-4	98	88
COc1cc(Cl)c(C)cc1NC(=O)CSc1nnc(-c2cccnc2)n1Cc1ccco1
→ 3	-14	92	-3	0.23	3	3	93	82
O=C(CCC1COc2ccccc2O1)Nc1ccccn1 (configuration not stated)
→ -1	-17	nt	-2	1.1	-14	-10	112	96
Cc1cc(C)c(NC(=O)OCCN2CCOCC2)c(C)c1
→ -4	-6	104	0	-0.59	2	-2	106	101
COc1ccc(N2CCN(CC(=O)Nc3nnc(-c4ccccc4)s3)CC2)cc1
→ -8	7	108	-5	0.22	-1	-1	89	93
O=C(c1cccs1)N1CCN(C2CCCCC2)CC1
→ -6	-1	97	-2	0.022	-1	12	103	97
COC(=O)c1c(NC(C)=O)sc2c1CCCC2
→ -4	-23	98	-3	1.2	-6	-5	87	94
Cn1c2c(c(=O)n(C)c1=O)CN(CCc1ccccc1)CN2
→ 4	7	104	-4	0.034	5	-5	104	88
CCN(CC)Cc1nc2c(c(=O)[nH]1)C1(CCCCC1)Cc1ccccc1-2
→ -6	12	90	-2	-1.1	32*	4	100	59
COc1cccc(C(=O)OCCN2C(=O)c3ccccc3C2=O)c1OC
→ -3	-17	102	1	1.7	8	13	100	102

The line under a structure holds: E coli WT exp	S1P2 blocker	Lung fibro prol	S1P2 agonist	DAT uptake mod	PostGolgi ctrl	PostGolgi yeast	HUVEC prolif 384	H69AR growth 86K
COc1cc(OC)cc(C(=O)NC2CCN(Cc3nnnn3Cc3cccs3)CC2)c1
→ -4	-9	102	-1	0.0063	-7	6	94	86
Cc1cc(C(=O)N/N=C2\CCCC(C)C2)n[nH]1 (configuration not stated)
→ -8	7	nt	-7	-0.092	18	-1	nt	nt
COc1cc(C2NC(=S)NC(C)=C2C(=O)OC(C)C)ccc1OC(C)C (configuration not stated)
→ nt	2	84	-6	0.014	nt	nt	90	96
CC(=O)Nc1ccc(NC(=O)CSc2nnc(C3CC3)n2C)cc1
→ 1	-11	103	0	1.8	-2	4	93	88
Cc1ccc(NC(=O)c2ccc(S(=O)(=O)N3CCC(C)CC3)cc2)cc1
→ -2	-30	nt	0	-0.015	-2	-7	nt	nt
Cc1ccc(-n2nc(C)c3c2OC(N)=C(C#N)C3c2ccc(C)o2)cc1 (configuration not stated)
→ nt	6	101	-2	0.37	nt	nt	80	99
COc1ccc(-c2cn[nH]c2N)cc1OC
→ 7	-2	97	-5	-0.035	0	4	93	91
COC(=O)c1cc2oc(C)cc2n1CC(=O)Nc1ccc(OC)c(OC)c1OC
→ -4	18	102	-8	0.17	1	4	95	89
O=C(CC1C(=O)N(c2ccc(Cl)cc2)C(=S)N1CCc1ccncc1)Nc1ccc(F)cc1 (configuration not stated)
→ -18	0	nt	-9	0.016	14	-1	nt	nt
CCc1nc(SCC(=O)Nc2ccccc2C(=O)OC)n[nH]1
→ 2	-30	102	-2	-0.6	26	0	97	93
Cc1cc(NS(=O)(=O)Cc2ccccc2)cc(C)c1OCC(=O)N1CCOCC1
→ -3	-13	102	0	0.12	2	15	99	96
CCCS(=O)(=O)N1CCCC(C(=O)N2CCN(c3ccccc3)CC2)C1 (configuration not stated)
→ 6	8	100	-7	0.28	20	5	92	96
Cc1ccc(C(=O)CSc2nnc(COc3ccc(C#N)cc3)n2-c2ccccc2)cc1
→ nt	-8	105	-9	-0.38	nt	nt	96	85
Cn1c(SCC(=O)O)nnc1C1CCCCC1
→ 4	4	102	-2	0.99	-3	-5	95	100
CCC(=O)OCC(=O)c1c(N)n(Cc2ccccc2)c(=O)n(C)c1=O
→ -1	7	nt	-3	-0.012	-2	0	nt	nt
Cc1ccc(-n2nc3ccc(N)cc3n2)cc1
→ -4	nt	85	nt	-0.19	9	-9	39	78
CC(C)=C1SC(N2CCN(Cc3ccccc3)CC2)=NC1=O
→ -3	nt	87	nt	-0.21	7	8	91	64
O=C(CN1C(=O)CCC1=O)Nc1nc(-c2nc3ccccc3s2)cs1
→ -10	nt	94	nt	-0.0063	3	7	85	77
Cc1nnc(NC(=O)c2oc3cc(C)c(C)cc3c2C)s1
→ -5	5	97	-11	-1	10	2	92	83
C=CCOc1ccc(CNC(C)(C)C)cc1OC
→ 7	-11	nt	-2	-1.8	2	-3	nt	nt
COc1ccc(-c2cc(=O)oc3c(C)c(O)c(CN(C)C)cc23)cc1
→ 4	19	97	-3	0.37	9	5	95	42
Cc1ccc(CCn2c3c(c4ccccc42)CN(C)CC3)cn1
→ 5	nt	99	nt	0.55	-3	-2	101	87
Clc1ccc2c(N3CCCC3)ccnc2c1
→ 19	-33	98	-3	0.44	24	-7	104	80

Retrieved one by one from the entries so far (2):
The line under a structure holds: E coli WT exp	S1P2 blocker	Lung fibro prol	S1P2 agonist	DAT uptake mod	PostGolgi ctrl	PostGolgi yeast	HUVEC prolif 384	H69AR growth 86K
Cc1ccc(C(=O)CSc2nnc(COc3ccc(C#N)cc3)n2-c2ccccc2)cc1
→ nt	-8	105	-9	-0.38	nt	nt	96	85
Cc1cc(C(=O)N/N=C2\CCCC(C)C2)n[nH]1 (configuration not stated)
→ -8	7	nt	-7	-0.092	18	-1	nt	nt
